# Bioassay records deposited in PubChem by Broad Institute.
# RAD54 inh – RAD54 (human) branch migration inhibition | Q92698 | RAD54 Holliday junction branch migration, FAM/BHQ fluorescence | inhibition, % at 10.4 µM | 360,000 tested, 0.14% active;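 active = mean normalized replicate activity at least 40 and at least half of replicates scoring 40 or more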;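 also: 0% = median of neutral control wells and 100% = median of positive control wells; inhibitors cause a drop in the FAM fluorescence signal; in these data hits start at about 50%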
# Target sequence (Q92698 whole entry, looked up): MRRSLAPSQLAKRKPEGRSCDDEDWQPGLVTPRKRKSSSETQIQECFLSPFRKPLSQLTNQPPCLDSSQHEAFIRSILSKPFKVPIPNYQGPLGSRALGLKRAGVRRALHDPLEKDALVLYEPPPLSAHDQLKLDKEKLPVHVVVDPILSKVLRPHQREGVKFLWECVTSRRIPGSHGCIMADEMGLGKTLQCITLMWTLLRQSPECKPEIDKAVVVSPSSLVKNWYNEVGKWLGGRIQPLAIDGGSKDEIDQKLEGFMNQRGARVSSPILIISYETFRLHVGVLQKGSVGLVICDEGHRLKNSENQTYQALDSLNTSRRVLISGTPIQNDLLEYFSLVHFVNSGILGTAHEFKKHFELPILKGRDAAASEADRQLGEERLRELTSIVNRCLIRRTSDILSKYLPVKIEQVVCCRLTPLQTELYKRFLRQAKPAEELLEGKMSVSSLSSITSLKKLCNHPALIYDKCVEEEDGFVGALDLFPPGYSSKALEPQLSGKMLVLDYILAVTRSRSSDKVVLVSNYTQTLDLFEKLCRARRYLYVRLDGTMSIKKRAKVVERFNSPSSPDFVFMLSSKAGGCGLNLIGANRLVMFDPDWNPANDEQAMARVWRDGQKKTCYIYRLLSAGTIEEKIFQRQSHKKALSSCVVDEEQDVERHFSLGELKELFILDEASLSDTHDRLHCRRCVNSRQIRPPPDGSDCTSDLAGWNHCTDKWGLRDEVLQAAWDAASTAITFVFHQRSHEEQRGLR
# INS-1E GSIS act – primary screen for activators of insulin secretion dependent on glucose, INS-1E cells, GLuc reporter luminescence | INS-1E GLuc reporter insulin secretion, 2-3 h | activation, % at 16.6 µM | 370,000 tested, 0.61% active | AID 743287;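 active = lowest replicate activation of at least 40%, so every replicate reaches that level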;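 also: 0% = median of neutral control wells and 100% = median of IBMX positive control wells; some compounds called inactive have numbers as strong as hits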
# An asterisk follows results filed as active. Only part of the results is shown, so the mix of outcomes need not match the whole.
compound	RAD54 inh	INS-1E GSIS act
O=C(CSc1nc(-c2cccs2)cc(C(F)(F)F)n1)NCc1ccccc1	4	4
COc1cccc(C(=O)N2N=C(c3cccc(OC)c3)CC2(O)C(F)(F)F)c1 (configuration not stated)	-1	-24
O=C(Nc1ccc(S(=O)(=O)N2CCCCC2)cc1)c1ccccc1Cl	-2	4
CCOC(=O)Cc1csc(NC(=O)CCNS(=O)(=O)c2ccc3c(c2)CCC(=O)N3)n1	-17	12
CC(OC(=O)C1CCN(S(=O)(=O)c2ccccc2)CC1)C(=O)Nc1ncc(Cl)cc1Cl (configuration not stated)	-5	7
COc1ccc(S(=O)(=O)NCC2CCC(C(=O)NCc3ccco3)CC2)cc1 (configuration not stated)	-2	-2
Cc1nn(-c2ccccc2C(=O)O)c(=O)c2ccccc12	-9	3
CN(C)C(=O)C1OC(C)(C)OC1C(=O)N(C)C (configuration not stated)	3	0
Cc1cc(NC(=O)COC(=O)c2ccc(S(=O)(=O)N3CCCc4ccccc43)cc2)no1	-2	-16
COc1cccc2cc(-c3nnc(SCC(=O)Nc4nc(C)cs4)n3C)oc12	0	45
C=CCNc1nc(Cl)nc(Nc2ccc(OC)cc2)n1	-10	65*
Cc1ccc(S(=O)(=O)Nc2ccc(Br)cc2/C=N/n2cnnc2)cc1	0	-36
CCn1c(O)c(C(C#N)=C2N=c3ccccc3=N2)c2ccccc21	-12	-8
COc1cc(=O)[nH]c(=O)n1CC(=O)c1ccccc1	-9	0
O=C(CN(Cc1ccc2c(c1)OCO2)C(=O)c1cnsn1)NC1CCCC1	0	18
CCC(=O)N/C(N)=N/c1nc(C)c2cc(OC)ccc2n1	46	27
NC(=O)c1ccc[n+](Cc2ccccc2)c1	8	4
CC(C)c1ccccc1OCC(=O)NCC(c1cccs1)N1CCOCC1 (configuration not stated)	-19	-23
CN(C)c1cccc(NC2=CC(=[N+]3CCOCC3)CC(C)(C)C2)c1	-1	15
O=C1c2ccsc2SCCN1Cc1ccc(Cl)cc1Cl	12	-6
O=C(CN1C(=O)c2ccccc2C1=O)OC(C(=O)c1ccc(Cl)cc1)c1ccccc1 (configuration not stated)	-5	-23
CCOc1ccc(OCC)c(NC(=O)C2CCCN(c3ncccn3)C2)c1 (configuration not stated)	-3	2
C1CCC(C23CC4CC(CC(C4)C2)C3)NC1 (configuration not stated)	-3	-7
CCCCCC(=O)OC(CN1CCCCC1)CN1CCCC1=O (configuration not stated)	-11	-2
Cc1cccc(-n2c(-c3csc(C(C)C)c3)n[nH]c2=S)c1	-5	5
CCN(CC)c1ncnc2c1[nH]c1ccccc12	4	6
CC(=O)NCCCc1nc2ccccc2n1Cc1ccccc1C	-8	14
CCC1CCCCN1CCCNC(=O)c1ccc2c(=O)n(Cc3ccc(OC)cc3)c(=O)[nH]c2c1 (configuration not stated)	18	-18
CCOC(=O)C1CCN(c2c(NCCCN(CC)Cc3ccccc3)c(=O)c2=O)CC1	5	0
CC(=O)Nc1ccc(NC(=O)CSCCc2ccccn2)cc1	-3	-6
Cn1c(=O)n(Cc2ccccc2F)c(=O)c2c1nc1n2CCCN1CCc1ccccc1	-6	2
O=C1C(c2ccc(F)cc2)N(CC2COc3ccccc3O2)C(=O)CN1C1CCCCC1 (configuration not stated)	-13	-18
COCCn1c(SC(C)C(=O)Nc2ccc3c(c2)OCCO3)nc2ccccc2c1=O (configuration not stated)	1	7
O=C(Nc1ccc(F)cc1)Nc1nnc(-c2ccncc2)s1	13	6
CCn1nc(-c2ccccc2)c2nc3ccccc3nc21	-70	9
Cc1ccc(C(=O)NC(=S)Nc2ccccc2C(F)(F)F)cc1	-3	-5
N#CC(c1ccc(Cl)cc1)(c1ncc(C(F)(F)F)cc1Cl)N1CCOCC1 (configuration not stated)	-6	-19
CCN(CC)S(=O)(=O)c1ccc(N/N=C/c2cc(OC)c(OC)cc2OC)nc1	-7	-5
CCN(CC)c1ccc(CN2CCCCCC2)cc1	4	16
CCn1ncc(Br)c1C(=O)Nc1nccs1	-6	23
COc1cc(C(=O)NC(=S)NCc2ccco2)cc(OC)c1OC	-2	-10
CCOc1ccc(NS(=O)(=O)c2ccc(NS(=O)(=O)c3ccc(SC)cc3)cc2)cc1	-11	-8
CCC1CCCCN1S(=O)(=O)c1ccc(NC(=O)CSc2ncccc2C(=O)O)cc1 (configuration not stated)	-42	4
O=C(c1ccc(Cl)cc1)C1C2C(=O)N(c3ccccc3)C(=O)C2C2CCCN21 (configuration not stated)	3	10
COC(=O)C1CSC(C(=O)OC)N1C(=O)Nc1c(C)cccc1C (configuration not stated)	4	16
COCCCNC(=O)CCc1nc(-c2ccccc2)no1	-12	-10
CCC1Oc2ccccc2N(CC(=O)NCCCN2CCCCC2C)C1=O (configuration not stated)	-4	3
Fc1ccc(C2CC(c3ccco3)=NN2c2ccccc2)cc1 (configuration not stated)	-1	31
CC(C)C(NC(=O)c1ccc(F)cc1)C(=O)OCC(=O)N1CC(=O)Nc2ccccc21 (configuration not stated)	-1	14
COc1ccc(NC(=O)C(CCS(C)(=O)=O)NC(C)=O)cc1 (configuration not stated)	4	-10

# Further compounds.
compound	RAD54 inh	INS-1E GSIS act
COc1ccc(-n2c(C)cc(/C=C3\C(=O)NN(c4ccccc4)C3=O)c2C)cc1	0	-12
CN1/C(=N\O)c2cccc3cccc1c23	18	17
CCCCOc1ccccc1NC(=O)c1ccc(=O)[nH]c1	0	13
O=[N+]([O-])c1ccc(N2CCCC2)cc1N1CCCC1	6	19
CCOC(=O)C1C(=O)C=C(c2cccc(NS(C)(=O)=O)c2)CC1c1ccco1 (configuration not stated)	-5	8
COc1ccc(S(=O)(=O)n2nc(OC(=O)c3ccco3)cc2N)cc1	10	-6
CC1CCN(C(=O)c2ccc(N(C)S(C)(=O)=O)cc2)CC1	-17	-7
Cc1cc(C)c(NC(=S)N2CCC(N(C)CC3CCCO3)CC2)c(C)c1 (configuration not stated)	6	1
COc1cc(OC)nc(NC(C)=O)n1	6	3
CCN(CC)CCCN1C(=O)c2oc3ccccc3c(=O)c2C1c1cccc(OC)c1OC (configuration not stated)	4	-3
COC(=O)C1=C(O)CSC1=Nc1ccccc1	5	11
Cc1ccc(CNc2oc(-c3ccco3)nc2C#N)cc1	-1	39
COc1ccc(C2c3c(ncn(CCN4CCOCC4)c3=N)Oc3ccc4ccccc4c32)cc1OC (configuration not stated)	12	17
CCOC(=O)c1c(C)[nH]sc1=S	14	20
COc1ccc2nc(SCC(=O)Nc3ccccc3C)[nH]c2c1	0	1
Cc1ccc(S(=O)(=O)c2cc3c(=O)n4ccccc4nc3n(C)c2=N)cc1	-10	16
CC(=O)Nc1ccc(C(=O)N(C)c2ccccc2)cc1	10	15
CCOCC(=O)Nc1sc2c(c1C(=O)OCC)CCCC2	-14	2
Cc1c(NS(=O)(=O)c2ccc(Br)s2)c(=O)n(-c2ccccc2)n1C	-5	3
CC(C)CC(=O)Nc1nnc(-c2ccco2)s1	3	3
COC(=O)c1ccccc1NC(=O)c1nc2nc(C)cc(C)n2n1	-6	24
COc1ccc(-c2nnn(CC(=O)N(CCO)C(C(=O)NC3CCCC3)c3ccc(F)cc3)n2)cc1 (configuration not stated)	-10	-24
CC(C)CC1C(C#N)=C(N)Oc2n[nH]c(-c3ccccc3)c21 (configuration not stated)	-8	4
COc1ccc(OCCNC(=O)CSc2ccc(C(F)(F)F)cc2[N+](=O)[O-])cc1	-6	-22
O=C(c1cccnc1)N1CCN(C(=O)c2cccs2)CC1	2	5

# Remaining list, next part:
# Sequence of screens – RAD54 inh, INS-1E GSIS act
- COc1cccc(C(=O)NNC(=O)c2ccccc2Br)c1
→ 7, 4
- Cc1cc(NC(=O)COC(=O)C(Nc2ccc(C(F)(F)F)cc2Cl)C(C)C)no1 (configuration not stated)
→ -1, -31
- OCCN1CCN(CC(O)COc2ccc3c(c2)OCO3)CC1 (configuration not stated)
→ -17, 9
- Cc1cc(=O)oc2cc(OCC(O)CN3CCN(c4ccccc4)CC3)ccc12 (configuration not stated)
→ 7, 2
- Cc1ccc(C(=O)Nc2c(-c3cccs3)nc3cc(C)ccn23)cc1
→ 18, 14
- COc1ccc(NC(=O)/C(=C\c2cccnc2)NC(=O)c2cccs2)cc1
→ 9, 17
- O=C(NCC1CCCO1)C1C2C=CC3(CN(Cc4cccs4)C(=O)C13)O2 (configuration not stated)
→ 5, 19
- CC(O)CCC(=O)NCCNC(=O)CCC(C)O (configuration not stated)
→ -11, 7
- Cc1ccc(C)c(N(C(=O)Cc2cccs2)C(C(=O)NC2CCCC2)c2ccc(C)o2)c1 (configuration not stated)
→ 2, -4
- CCCCn1c(CN2C(=O)c3ccccc3C2=O)nc2ccccc2c1=O
→ -13, 43
- CCOC(=O)c1cc(OC(=O)c2cccc([N+](=O)[O-])c2)n(-c2ccccc2)n1
→ -3, 0
- COc1ccc(C2Nc3ccccc3C(=O)N2c2ccc(F)cc2)cc1Cn1nnc2ccccc21 (configuration not stated)
→ 1, -9
- Cc1sc2ncnc(SCC(=O)N3CCC(c4noc5ccc(F)cc45)CC3)c2c1C
→ 6, -21
- CCCOc1cc(C)c(S(=O)(=O)N2CCN(C)CC2)cc1C
→ -2, 5
- Cc1cnnn1-c1ccc(C(=O)CCl)cc1
→ 12, 24
- COc1cccc(C(=O)Nc2ccc(C(=O)O)cc2)c1
→ -4, -9
- CCOc1ccc(NC(=O)CC2C(=O)N(c3ccccc3)C(=O)N2Cc2ccccn2)cc1 (configuration not stated)
→ 3, -2
- Cc1ccccc1OCC(=O)Nc1nc(C)c(C(=O)N(C)C)s1
→ -3, -14
- O=C(Cc1c(O)c2ccccc2[nH]c1=O)NCc1ccc(F)cc1
→ -13, -11
- Cc1ccc(C)c(OCCCN2CCCC2)c1
→ 5, -1
- CCOC(=O)C1=NNC2C(=O)N(CC)C(=O)C12 (configuration not stated)
→ 13, 17
- CC(C)Oc1ccc(C(=O)Nc2ccc(NC(=O)c3ccco3)c(Cl)c2)cc1
→ -10, 12
- CCCOC(=S)Nc1ccccc1
→ -9, 2
- Clc1ccc(N2CCN(c3cnc4ccccc4n3)CC2)cc1
→ 2, -18
- Cc1ccc(C(NC(=O)NC(C)c2ccccc2)C(Cl)(Cl)Cl)cc1F (configuration not stated)
→ -7, -23
- CCOC(=O)/C=c1\sc2n(c1=O)CCN=2
→ -1, 48*
- Cc1c(C(=O)NCCN2CCOCC2)oc2ccccc12
→ 6, 4
- Cc1cc(=O)oc(C)c1C(=O)N1CCN(C)CC1
→ 4, 1
- Cc1onc(-c2ccccc2Cl)c1C(=O)Nc1nnc(Cc2ccc(Cl)cc2)s1
→ -2, -34
- O=C(CSc1nc2ccsc2c(=O)n1NC(=O)c1ccccc1)Nc1nccs1
→ 0, 8
- CCSc1nc2cc(OC)c(OC)cc2c(=O)n1CC
→ 5, 69*
- Cc1nn(Cc2cccc(C(=O)Nc3ccn(Cc4c(F)c(F)cc(F)c4F)n3)c2)c(C)c1[N+](=O)[O-]
→ -2, -5
- Cc1ccccc1Nc1nnc(SCC(=O)NC(=O)NCc2ccco2)s1
→ -1, -10
- CCCC(=O)Nc1ccc(N2CCN(C(=O)CCC)CC2)cc1
→ 4, 10
- CCN(CC)S(=O)(=O)c1ccc(OC(C)C)nc1
→ 7, 14
- CCCCn1c(S(=O)(=O)O)nc2ccccc21
→ 7, 1
- CC1CCC(N2CCN(c3ncccn3)CC2)C1 (configuration not stated)
→ -3, 12
- CCOC(=O)c1c(C)c(C(=O)NCc2cccnc2)c(C)n1C
→ -3, 24
- COc1ccc(CCNC(=O)C2CC2)cc1OC
→ 2, 24
- Clc1ccccc1-c1nnc2sc(C3COc4ccccc4O3)nn12 (configuration not stated)
→ 6, -6

# A portion of the results above:
# Sequence of screens – RAD54 inh, INS-1E GSIS act
- CCCOC(=S)Nc1ccccc1
→ -9, 2
- Clc1ccc(N2CCN(c3cnc4ccccc4n3)CC2)cc1
→ 2, -18
- Cc1ccc(C(NC(=O)NC(C)c2ccccc2)C(Cl)(Cl)Cl)cc1F (configuration not stated)
→ -7, -23
- CCOC(=O)/C=c1\sc2n(c1=O)CCN=2
→ -1, 48*
- Cc1c(C(=O)NCCN2CCOCC2)oc2ccccc12
→ 6, 4
- Cc1cc(=O)oc(C)c1C(=O)N1CCN(C)CC1
→ 4, 1
- Cc1onc(-c2ccccc2Cl)c1C(=O)Nc1nnc(Cc2ccc(Cl)cc2)s1
→ -2, -34
- O=C(CSc1nc2ccsc2c(=O)n1NC(=O)c1ccccc1)Nc1nccs1
→ 0, 8
- CCSc1nc2cc(OC)c(OC)cc2c(=O)n1CC
→ 5, 69*
- Cc1nn(Cc2cccc(C(=O)Nc3ccn(Cc4c(F)c(F)cc(F)c4F)n3)c2)c(C)c1[N+](=O)[O-]
→ -2, -5
- Cc1ccccc1Nc1nnc(SCC(=O)NC(=O)NCc2ccco2)s1
→ -1, -10
- CCCC(=O)Nc1ccc(N2CCN(C(=O)CCC)CC2)cc1
→ 4, 10
- CCN(CC)S(=O)(=O)c1ccc(OC(C)C)nc1
→ 7, 14
- CCCCn1c(S(=O)(=O)O)nc2ccccc21
→ 7, 1
- CC1CCC(N2CCN(c3ncccn3)CC2)C1 (configuration not stated)
→ -3, 12
- CCOC(=O)c1c(C)c(C(=O)NCc2cccnc2)c(C)n1C
→ -3, 24
- COc1ccc(CCNC(=O)C2CC2)cc1OC
→ 2, 24
- Clc1ccccc1-c1nnc2sc(C3COc4ccccc4O3)nn12 (configuration not stated)
→ 6, -6

# Following part:
# Sequence of screens – RAD54 inh, INS-1E GSIS act
- CCN(c1ccccc1)S(=O)(=O)c1cc(OC)ccc1OC
→ -3, 30
- COC(=O)C1CCN(C(=O)c2c(-c3ccccc3Cl)noc2C)CC1
→ -7, 11
- Cc1cccc(NC(=O)C2CC(=O)N/C(=N/N=C/c3ccco3)S2)c1 (configuration not stated)
→ 4, 15
- CN1CCN(C(=S)NC(=O)/C=C/c2ccccc2)CC1
→ 1, 3
- O=C(COc1ccccc1)NCCSc1ccccc1
→ 8, 8
